zfTRPN1 agonist: zebrafish TRPN1 (NompC) channel agonism. HEK293 zebrafish TRPN1-YFP, Fluo-8 calcium fluorescence; 100% = response to 87 µM carbachol. activation, % at 3 µM. hit rate 0.18% among 220,000. AID 1424;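 active means activation above its plate's cutoff, the mean activation of test wells on that plate plus 3 SD, cut at about 19% in these data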;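 further: 0% = DMSO alone and 100% = 87 µM carbachol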
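Material – zebrafish TRPN1-YFP in HEK293 cells · Doses – 3 µM single point · Schedule – dye 1 h 37 °C plus 30 min RT · Signal – Fluo-8 calcium fluorescence, excitation 470-495 nm, emission 515-575 nm · Read-out – % activation versus carbachol response · Control set – carbachol high, DMSO low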
NPY Y1 blocker: NPY-Y1 (human) receptor antagonism. inhibition, % at 3.6 µM. P25929. AID 1040. hit rate 1% among 200,000. HEK293-CNG Y1 cells, membrane potential fluorescence; NPY at EC95, then isoproterenol;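 active means inhibition above the campaign mean inhibition of all tested compounds plus 3 SD, cut at about 20% in these data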;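 further: 0% = DMSO wells given NPY plus isoproterenol and 100% = isoproterenol alone without NPY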
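Benchmarks – high control isoproterenol alone, low control NPY with isoproterenol · Material – HEK293 Y1/CNG channel cell line · Times – dye 3 h, compound 60 min room temperature, stimulation 45 min · Probe or stimulus – NPY (25 nM), isoproterenol (1 µM), Ro 20-1724 (25 µM) · Evaluation – % inhibition of NPY effect · Signal – fluorescence, membrane potential probe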
EP2 mod: EP2 receptor (human) modulation. P43116. EP2-expressing cells, cAMP HTRF FRET, PGE2 co-stimulation. induction, % at 25 µM. hit rate 0.83% among 260,000. AID 940;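 active means compounds whose cAMP rise, as percent of the full-agonist control response, exceeds 60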;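 further: rat C6 glioma line stably carrying human EP2 under a CMV promoter; the protocol text gives 20 µM as final concentration; 100% = response of wells given 1 µM PGE2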
Target sequence (P43116 whole entry, looked up): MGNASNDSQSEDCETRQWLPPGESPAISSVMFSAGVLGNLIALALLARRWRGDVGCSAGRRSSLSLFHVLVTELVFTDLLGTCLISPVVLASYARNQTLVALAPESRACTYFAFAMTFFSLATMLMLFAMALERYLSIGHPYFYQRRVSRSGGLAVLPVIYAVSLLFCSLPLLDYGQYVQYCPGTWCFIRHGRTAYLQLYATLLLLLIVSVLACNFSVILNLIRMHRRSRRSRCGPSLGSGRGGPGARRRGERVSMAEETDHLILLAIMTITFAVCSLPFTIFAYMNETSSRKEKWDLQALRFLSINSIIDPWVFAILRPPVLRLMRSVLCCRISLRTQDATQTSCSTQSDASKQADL
S1P4 ag: activates the human S1P4 receptor; O95977; S1P4-expressing cell line, agonist reporter assay; AID 1509; hit rate 0.35% among 220,000; activation, % at 4.98 µM; in the data active means activation above about 11%;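 further: 0% = DMSO vehicle and 100% = reference agonist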
Target sequence (O95977 whole entry, looked up): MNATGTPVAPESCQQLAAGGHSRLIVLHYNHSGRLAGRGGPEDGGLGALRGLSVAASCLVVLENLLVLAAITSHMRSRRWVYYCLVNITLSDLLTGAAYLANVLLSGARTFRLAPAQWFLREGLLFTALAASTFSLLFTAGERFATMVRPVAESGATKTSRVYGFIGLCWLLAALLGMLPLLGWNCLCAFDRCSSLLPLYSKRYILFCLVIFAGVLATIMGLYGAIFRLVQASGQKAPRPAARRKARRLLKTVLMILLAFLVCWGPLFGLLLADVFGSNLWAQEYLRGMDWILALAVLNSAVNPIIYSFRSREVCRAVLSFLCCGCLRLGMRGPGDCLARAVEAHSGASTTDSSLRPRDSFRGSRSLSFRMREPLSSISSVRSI
S1P4 antagonist: antagonists of human S1P4 receptor. O95977. hit rate 0.26% among 220,000. inhibition, % at 4.98 µM. S1P4-expressing cells, antagonist mode, reporter read-out. AID 1510; in the data active means inhibition above about 29%;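 further: 0% = wells stimulated with agonist and 100% = vehicle wells without agonist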
CHOP inh: inhibitors of CHOP induction in ER stress response. CHO-K1 CHOP-promoter luciferase, tunicamycin-induced, 15-18 h. inhibition, % at 10 µM. hit rate 3.8% among 220,000;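 active means compounds that reduced the stress-induced luciferase reporter signal by more than about 70% of percent inhibition, limit read from the data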;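 further: 0% = tunicamycin plus vehicle and 100% = wells without tunicamycin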
TRPML3 agonist: human mucolipin-3 channel agonism; Q8TDD5; activation, % at 3 µM; HEK293 TRPML3-YFP, Fluo-8 calcium fluorescence; 100% = the carbachol control signal; hit rate 0.29% among 220,000;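 active means activation above its plate's cutoff, the mean activation of the plate's test wells plus 3 SD, cut at about 12% in these data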;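 further: 0% = DMSO only wells and 100% = carbachol wells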
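Test system – HEK293 line with stable expression of human TRPML3-YFP channel · Control set – carbachol 87 µM final as high control (100%), DMSO as low control (0%) · Signal – Fluo-8 calcium dye fluorescence, ex 470-495, em 515-575 nm · Incubation – 1-h 37 °C dye load, 5-s basal, 120-s post-compound reads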
NPY2 pot ag: potentiators or agonists of human neuropeptide Y receptor Y2 | cells expressing NPY-Y2, potentiator/agonist read-out | P49146 | activation, % at 3.6 µM | hit rate 0.45% among 220,000 | AID 1359; in the data active means activation above about 27%;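 further: cells stimulated with NPY near EC25 plus isoproterenol at EC100; 0% = vehicle plus submaximal agonist and 100% = vehicle plus saturating agonist; some results beyond the cut were filed as inactive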
NPY-Y1 PAM-ag: potentiators or agonists of human neuropeptide Y receptor Y1; P25929; hit rate 0.37% among 220,000; activation, % at 3.6 µM; NPY-Y1 expressing cells, potentiator/agonist activation; AID 1304; in the data active means activation above about 33%, passing the limit was not always enough;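 further: cells stimulated with NPY at EC10 then isoproterenol at EC100; 0% = low agonist plus stimulus and 100% = saturating agonist plus stimulus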
* hit, by the source's call; · = no result given; & = joins results of further samples.

molecule	zfTRPN1 agonist	NPY Y1 blocker	EP2 mod	S1P4 ag	S1P4 antagonist	CHOP inh	TRPML3 agonist	NPY2 pot ag	NPY-Y1 PAM-ag
COc1ccc(CCN2CN(S(=O)(=O)c3ccc(OC)cc3)c3nc4ccccc4nc32)cc1	0.1	2	21	0.7	-7	14	0.3	-11	-6
CCN1CCN(C(=O)/C=C/c2ccc3c(c2)OCO3)CC1	1.3	3	-3	0.6	-8	-6	-0.8	-1	-2
Cc1ccc(CNC(=O)CCCOc2cc(=O)n(C)c3ccccc23)o1	1.8	-5	-14	0.2	5	31	0.3	0	-5
CC(C)Sc1nc2c(c(=O)n1-c1ccc(F)cc1)SCC2	-1.5	9	41	0.9	-13	52	-0.9	-12	-27
Cc1ccc(NC(=O)CCSCCc2ccccn2)cc1	-0.2	2	24	0.9	11	-2	0.3	-4	11
CCCCOc1ccc(C2CCC(C(C)=O)C(C)C2)cc1 (stereo not given)	1.1	·	29	-1.4	2	52	0.7	8	-17
Cc1csc(NC(=O)CSc2nnc(C)s2)n1	1.1	1	1	1.9	-23	6	0.6	-10	1
CCCCNS(=O)(=O)c1ccc(NC(=O)Cc2ccc(OC)cc2)cc1	7.2	-4	-33	-0.2	-32	28	2.5	-20	-17
CC(C)[N+](C)(C)CC(O)CN(c1ccccc1)c1ccccc1 (stereo not given)	-0.4	1	30	-1.7	-1	-4	0.0	8	-14
Nc1n[nH]c(CCCO)n1	2.6	7	30	-0.1	-1	25	1.3	8	5
O=C(NC1CCCCC1)C1CCN(S(=O)(=O)c2cccc3nsnc23)CC1	-0.2	2	-11	-1.6	-8	6	-0.2	6	-3
COc1ccc(N(CC(=O)NN=C2CCCC2)S(=O)(=O)c2ccccc2)cc1	0.8	2	12	-0.4	1	18	0.2	-4	13

Arranged by length of the SMILES (falling): some entries from above.
molecule	zfTRPN1 agonist	NPY Y1 blocker	EP2 mod	S1P4 ag	S1P4 antagonist	CHOP inh	TRPML3 agonist	NPY2 pot ag	NPY-Y1 PAM-ag
COc1ccc(N(CC(=O)NN=C2CCCC2)S(=O)(=O)c2ccccc2)cc1	0.8	2	12	-0.4	1	18	0.2	-4	13
CCCCNS(=O)(=O)c1ccc(NC(=O)Cc2ccc(OC)cc2)cc1	7.2	-4	-33	-0.2	-32	28	2.5	-20	-17
Cc1ccc(NC(=O)CCSCCc2ccccn2)cc1	-0.2	2	24	0.9	11	-2	0.3	-4	11

Additional records:
molecule	zfTRPN1 agonist	NPY Y1 blocker	EP2 mod	S1P4 ag	S1P4 antagonist	CHOP inh	TRPML3 agonist	NPY2 pot ag	NPY-Y1 PAM-ag
O=C(O)CCc1nn2c3ccccc3nc2n(-c2ccccc2)c1=O	3.1	5	12	-0.1	-25	-2	0.4	7	-3
COc1cc2[nH]c(=S)n(NC(=O)CC(C)C)c(=O)c2cc1OC	-1.1	-3	4	0.9	-3	17	-0.5	16	-14
Cc1ccc(C(=O)NNC(=O)CSc2nc(N)cc(N)n2)cc1	0.8	2	-3	1.3	1	9	0.4	8	4
COC(=O)c1ccc2c(=O)n(-c3ccc(OC)cc3)c(=S)[nH]c2c1	0.0	-1	9	-1.3	-8	10	0.8	-4	15
COC(=O)COc1ccc(S(=O)(=O)NCCC2=CCCCC2)cc1Cl	0.7	1	7	1.1	-2	59	0.2	20	56*
O=C(Nc1ccccc1)C1=C[C@H](c2csc3ccccc23)C[C@H](OCCCCO)O1	2.2	5	-15	-1.7	11	-2	1.1	-8	-10
Cn1c(=O)c2c(SCC(=O)N3CCOCC3)nc(C3CCCCC3)nc2n(C)c1=O	3.0	0	-16	1.5	2	11	0.3	6	-3
CCOC(=O)c1c2c([nH]c(=S)c1C#N)CCCC2	1.4	·	4	0.3	4	-15	0.7	-14	24
CCN(CC)S(=O)(=O)c1ccc(C(=O)NCCN2C(=O)S/C(=C\c3cccnc3)C2=O)cc1	0.9	-1	-4	1.1	9	-2	-0.8	-5	28
O=C(C1CCN(CC2CCCCC2)CC1)N1CCCC1	-0.1	1	23	0.5	7	-1	0.9	14	10
OC(COc1cccc2ccccc12)CN1CCCC1 (stereo not given)	-0.6	-15	-10	-0.3	8	4	0.0	94*	99*
O=C(NCCc1ccccc1F)C1CCCN1S(=O)(=O)c1ccc2ccccc2c1 (stereo not given)	0.7	0	-64	-1.4	13	-13	-0.6	2	-10
O=C(N/N=C/c1ccc(OCc2ccc(F)cc2)cc1)c1ccccc1	0.5	-3	-28	1.4	-27	-15	0.3	1	6
CNC(=O)/C(=C\c1ccc2c(c1)OCO2)NC(=O)c1ccc(Br)cc1	0.1	6	19	-3.6	-11	-36	0.3	-11	-24
Cc1oc(-c2cccc(Cl)c2)nc1CN(C)C1CCOC1 (stereo not given)	-0.5	2	1	1.9	-2	-12	0.2	-1	-9
Oc1ccc(C(c2nnnn2C2CCCC2)N2CCc3ccccc3C2)cc1 (stereo not given)	-1.0	-5	29	1.0	-2	88*	-1.2	8	-21
CC(C)CN(CC(C)C)S(=O)(=O)c1cc([N+](=O)[O-])ccc1N1CCCCCC1	0.5	7	39	1.4	-23	44	1.1	0	-7
Cc1ccc(NS(=O)(=O)c2ccc3c(c2)c(=O)n(C)c(=O)n3C)cc1F	2.7	4	6	1.4	9	60	0.3	-14	11
CC(=O)c1cnc2ncnn2c1C	0.9	0	22	1.6	-8	18	1.1	-9	11
Cc1csc(NC(=O)CSc2ccc(-c3ccccn3)nn2)n1	-0.5	1	-55	1.5	1	13	-0.5	5	-9
O=C(Nc1nncs1)c1ccccc1Br	1.2	-6	8	0.1	15	8	0.3	-12	4
C=CCc1cc(/C=C2/NC(=S)NC2=O)cc(OC)c1O	0.4	1	-7	3.0	1	-4	0.0	-6	2
Cc1ccc(C(=O)N2NC(c3ccc(F)cc3)C3C(=O)N(c4ccc(C)cc4)C(=O)C32)cc1 (stereo not given)	-1.1	0	23	3.2	5	15	0.5	11	-16
O=c1c(Cl)c(NCc2ccc(F)cc2)cnn1C12CC3CC(CC(C3)C1)C2	-0.3	4	-12	1.1	-8	3	0.3	4	6
CSCCC(NC(=O)c1ccccc1)C(=O)Nc1ccc(NC(C)=O)cc1 (stereo not given)	-0.9	0	15	-0.1	-13	-1	0.5	4	-6
CCOCCCNC(=O)C(NC(=O)CNC(=O)c1ccccc1)c1ccc(C)cc1 (stereo not given)	-0.5	0	21	-4.1	-6	11	0.4	11	1
Nc1cccc(/C=C/C(=O)O)c1	1.8	·	11	0.9	-15	6	-0.2	-11	18
NC(=S)NCc1cccnc1	0.8	0	13	-1.1	-6	-7	2.4	-19	20
CC(C)OC(=O)c1cc(NC(=O)c2nn(C)cc2Br)cc(C(=O)OC(C)C)c1	0.6	6	37	0.6	-18	47	0.9	14	-2
O=C(COC(=O)c1cc([N+](=O)[O-])ccc1NCCO)Nc1ccc2c(c1)OCO2	0.5	4	-41	0.3	4	3	0.5	6	0
CCN(CC)CCN(Cc1cc2ccc(C)cc2[nH]c1=O)C(=O)Nc1ccc(Cl)cc1	-1.3	3	-37	-1.2	3	15	0.4	-1	-10
Cc1nnc2c3ccccc3c(Cl)nn12	0.4	0	31	-0.7	9	14	0.8	-5	9
Cc1cc2c(cc1C)N(CC(=O)N1CCCC1)C(=O)CC(c1ccccc1)=N2	1.1	-8	46	0.3	-5	5	1.0	7	5
COc1ccc(Oc2c(C=O)c3ccccc3n2C)cc1	-2.2	-1	26	0.0	-23	19	-1.1	-6	5
CCc1ccc(OCCCC(=O)NCc2ccco2)cc1	-0.9	6	-103&-59	-1.3	3	-4	-0.7	-14	6
Cc1nnc(N2C(=O)C(O)=C(C(=O)c3ccco3)C2c2ccc(F)cc2)s1 (stereo not given)	4.2	-4	20	-1.0	-21	-15	3.2	-3	19
CCCc1ccc(C(C)NC(=O)c2cnccn2)cc1 (stereo not given)	0.6	0	14	1.1	-13	23	1.8	-2	-29
CCN1C(=O)c2cccc3c(S(=O)(=O)Nc4ccccc4)ccc1c23	-1.7	3	-18	0.3	-12	10	-1.3	-15	6
COc1ccc(-n2c(=O)c3c4c(sc3n3c(C)nnc23)COC(C(C)C)C4)cc1 (stereo not given)	-1.1	3	·	0.5	-14	·	-0.5	-4	1
COc1ccc(CN(CC(=O)NC2CCCC2)C(=O)c2onc(C(N)=O)c2N)cc1	2.4	-1	-12	-0.2	22	-28	0.8	0	23
CCN1CCN(c2ncc(C(=O)Nc3cc(Cl)ccc3OC)c3ccccc23)CC1	2.5	5	0	0.2	-7	-9	1.8	-14	-28
Cn1nc(-c2ccc(C(=O)N3CCN(c4ccccc4)CC3)cc2)c2ccccc2c1=O	2.3	2	·	1.4	7	·	0.5	-7	-4
CC(=O)c1sc(N/N=C2\CC3CC2C(C)C3(C)C)nc1C (stereo not given)	-1.3	6	-15	0.7	-25	-22	0.1	-1	8
N#CCCn1[nH]c(-c2ccccc2)cc1=O	1.0	8	12	2.1	-2	-4	1.0	13	-6
COc1ccc(-c2ccc(CCC(=O)O)n2NC(=O)c2cccs2)cc1	0.2	-8	18	-0.8	-6	-20	0.2	-5	0
O=C(CN1C(=O)c2ccccc2C1=O)Nc1ccccc1F	2.0	-7	20	-1.4	-10	5	0.0	-2	17
C=CCOc1cccc(C(=O)N2CCCC(CNS(=O)(=O)c3cccs3)C2)c1 (stereo not given)	-1.0	5	-31	0.0	-1	-5	-0.3	-3	24
CCc1c(O)nc(SCC(=O)Nc2ccccc2C)[nH]c1=O	-0.6	2	11	3.0	10	-22	0.6	7	8
COc1ccc(CCNC(=O)Cn2cnc3ccccc3c2=O)cc1OC	-0.4	6	-11	-1.9	-7	1	0.6	-3	-5
CCCC1CC(CSC(=N)N)OC1=O (stereo not given)	0.7	2	24	2.0	-10	-13	0.3	8	18
CS(=O)(=O)N1CCCC(C(=O)NCCc2ccccc2)C1 (stereo not given)	0.2	4	4	0.7	-17	-23	0.9	3	-1
CCOc1ccc(N2C(=O)C3=C(C(c4ccc(Cl)cc4)=NCCN3)C2c2cccnc2)cc1 (stereo not given)	2.6	-1	-32	-2.3	2	-9	-0.2	-3	11
O=C(CN(c1ccccc1)S(=O)(=O)c1ccc(F)cc1)N1CCCCCC1	-0.5	3	18	-4.0	-13	-25	-0.2	0	-15
CN(c1ccccc1)S(=O)(=O)c1cc(C(=O)c2nccn2C)ccc1Cl	1.3	5	-6	0.4	7	36	1.2	-6	16
CC1(C)CC(=O)C(/C=N/c2ncccc2C(=O)O)=C(O)C1	-0.2	2	10	-0.4	0	78*	0.5	-14	-4
Cc1ccsc1C1C(C#N)=C(N)OC2=C1C(=O)CC(C)(C)C2 (stereo not given)	-2.5	-2	-14	-2.2	7	-2	-1.5	17	10

Source: PubChem (several laboratories)
